# NPYLR7 agonist: mosquito NPYLR7 agonism; HEK293T NPYLR7/Galpha15, GCaMP6s calcium fluorescence; activation, % at 10 µM; actives 0.15% (n = 270,000); AID 1259423; in the data active means activation above about 40%;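 further: 0% = vehicle and 100% = reference agonist at the receptor; some compounds past the cut are filed as inactive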
# mcGAS inh: inhibitors of mouse cGAS | inhibition, % at 12.5 µM | actives 0.15% (n = 160,000) | Q8C6L5 | recombinant cGAS, Kinase-Glo ATP depletion luminescence;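 further: 0% = negative control wells and 100% = reference inhibitor with no enzyme activity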
# hcGAS lum: blocks human cGAS activity. Q8N884. recombinant h-cGAS, ATP depletion, Kinase-Glo luminescence. inhibition, % at 12.5 µM. actives 0.081% (n = 290,000). AID 1259398;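 further: 0% = vehicle reaction and 100% = reaction without DNA for no activity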
# Target sequence (Q8N884 whole entry, looked up): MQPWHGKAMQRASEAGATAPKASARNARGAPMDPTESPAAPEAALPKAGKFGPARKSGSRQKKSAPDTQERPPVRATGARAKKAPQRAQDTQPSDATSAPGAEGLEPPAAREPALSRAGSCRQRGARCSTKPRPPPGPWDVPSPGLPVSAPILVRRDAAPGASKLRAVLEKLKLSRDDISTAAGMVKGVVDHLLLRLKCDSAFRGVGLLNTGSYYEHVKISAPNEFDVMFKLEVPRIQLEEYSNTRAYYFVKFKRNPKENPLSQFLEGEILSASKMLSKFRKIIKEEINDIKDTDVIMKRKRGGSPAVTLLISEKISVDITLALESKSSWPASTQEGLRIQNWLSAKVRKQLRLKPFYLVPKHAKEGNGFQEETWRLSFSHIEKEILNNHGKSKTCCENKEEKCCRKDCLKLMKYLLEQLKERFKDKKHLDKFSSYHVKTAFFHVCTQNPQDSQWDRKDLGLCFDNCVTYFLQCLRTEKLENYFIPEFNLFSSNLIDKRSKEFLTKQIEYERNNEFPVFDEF
# * hit, by the source's call; nt = not tested or not shown; & = joins results of further samples. Unless noted, no stated cut-off is given here; in the data, active means inhibition above about 40%; inactive means the rest. Outcome played no part in choosing rows; 0.26% or so of the library scored in one or more.
SMILES	NPYLR7 agonist	mcGAS inh	hcGAS lum
Cc1ccc(C(=O)Nc2c3c(nn2-c2cccc(C)c2C)CS(=O)C3)cc1 (stereo not given)	16	nt	-4
CCOC(=O)[C@@H]1[C@@H](OC(N)=O)C(=O)N(C(C)C)C12CCN(C(=O)c1ccc(C(F)(F)F)cc1)CC2	26	-4	0
COc1cccc(C(=O)Oc2ccccc2-c2nc3c(C)cccn3c2NCc2ccccc2)c1	19	-4	-9
Cc1scc(CN2CCN(C3CCCCC3)CC2)c1C	-1	nt	-8
CCC(CO)N(Cc1cccnc1)Cc1nccn1C (stereo not given)	-5	5	2
CCn1c(-c2cc(Cl)ccc2O)nc2cc(S(=O)(=O)N(C)C)ccc21	1	-8	2
N#Cc1ccc(COC(CN2CCN(C(=O)c3ccncc3)CC2)c2cccc(N3CCCC3)c2)cc1 (stereo not given)	-2	-6	-2
Cc1ccc(CN(CCc2ccccc2)C(=O)CNC(C)C)o1	1	nt	-5
Oc1c(/C=N\Nc2nc(-c3ccccc3)c3cc(Cl)ccc3n2)ccc2ccccc12	-5	nt	-6
CCCOC(=O)CNC(=O)c1ccc(-c2cc(-c3ccc4c(c3)OCCO4)n[nH]2)cc1	nt	-3	3
CCC(C)(C)NC(=O)CNc1cc(Cl)cc(Br)c1OC	3	-15	-6
Cc1ccc(C(C)NC(=O)N2CCN(Cc3ccon3)CC2)cc1F (stereo not given)	3	nt	-8
CCOc1ccc(C2C(=C(O)c3ccc(Cl)cc3)C(=O)C(=O)N2CCCN(C)C)cc1 (stereo not given)	2	-10	-6
CC(=O)c1cccc(NC(=O)c2cnn3c(C(F)(F)F)cc(-c4ccco4)nc23)c1	-5	2	1
Cc1ccc(C)c(S(=O)(=O)NC2CCS(=O)(=O)C2)c1 (stereo not given)	0	nt	4
CN(C(=O)c1cc(N2C[C@H]3CC=CC[C@H]3C2)ccn1)C1CCCCC1	18	nt	-7
CS(=O)(=O)c1ccc(NC(=O)c2ccc(OC(F)F)cc2)cc1	4	nt	-10
Cc1c[nH]c(=O)n1-c1ccc(C(=O)Nc2cc(Cl)c(N)c(Cl)c2)cc1	8	-15	-5
COCCN(Cc1c(-c2ccccc2)noc1N1CCCC1)C(C)=O	1	-5	0
CC(C)(C)c1cc(Br)ccc1OCC(=O)O	4	nt	-2
CC(C)(C)C1CCC(=NNc2nc3ccccc3[nH]2)CC1 (stereo not given)	2	nt	-6
CC(C)(C)CC(C)(C)N1CC(C(N)=O)CC1=O (stereo not given)	-1	nt	-6
O=C(Nc1ccc(COC2CCCC2)cc1)N1CC[C@H](O)C1	6	nt	-4
CCCCOc1ccc(/C=C2\N=C(c3ccc(F)cc3)OC2=O)cc1	-21	2	4
CCOC(=O)C1=C(C)N(c2ccc(Cl)cc2)C(=O)NC1c1cc(OC)c(OC)c(OC)c1 (stereo not given)	0	-3	-7
CC(=O)Nc1ccc(NC(=O)Nc2c[nH]c3ccccc23)cc1	-10	0	3
Cc1cc(Cl)ccc1C(=O)C1CCCN(C(=O)CCc2ccc3c(c2)OCO3)C1 (stereo not given)	3	nt	-7
COc1ccc(-c2nc(-c3ccncc3)no2)cc1OC	-1&-7	-7&-4	-2&-4
CCCCn1c(O)c(C=Nc2ccc(CC)cc2)c(C)c(C#N)c1=O	4	nt	-3
Cn1c(=O)c2c(nc3n2CC(c2ccccc2)=NN3Cc2ccc(Cl)cc2)n(C)c1=O	10	-9	-3

# Continued:
SMILES	NPYLR7 agonist	mcGAS inh	hcGAS lum
O=C(c1cccc(F)c1)N1CCN(c2nccc(-c3ccc4c(c3)OCO4)n2)CC1	-1	-7	-5
CCc1nc2ccc(C(=O)N3CCCCC3)cn2c1N(C)Cc1ccc(OC)cc1	-5	-4	-9
O=C(C1c2ccccc2Oc2ccccc21)n1cccn1	-1	nt	-9
CCOc1cc(CN2CCC3(CC2)C(=O)N(C(C)C)C(=O)N3CCC(C)C)ccc1OC	10	-15	-6
Oc1cccc(CN(CC2CC2)c2ncnc3cccc(F)c23)c1	1	nt	-8
COc1ccc(NC(=O)N2CCN(C(C(=O)NCCCN3CCCC3=O)C3CCCC3)CC2)cc1 (stereo not given)	-4	-6	-7
CCC1CN(CCCC(F)(F)F)CCC(=O)N1Cc1ccccc1 (stereo not given)	1	nt	-1
CC(COc1ccccc1)NCCn1ncc2ccccc2c1=O (stereo not given)	-4	nt	-1
CCCCCCCCC(=O)N1CCC2(CC1)SCCN2C(=O)c1ccc(Cl)cc1Cl	-7	-4	-3
Cn1nnc2c(Nc3ccc(OC(F)F)cc3)ncnc21	11	nt	-10
CCCCN1CCN(C(=O)c2cn(CCCOC)cc3c(=O)n(-c4ccccc4)nc2-3)CC1	-2	-12	-5
CCOc1ccc(-c2cnc(C3CCOC3)[nH]2)cc1 (stereo not given)	5	nt	-6
Cc1nc2c(c(=O)n1C)CN(C(=O)C1(N3CCOCC3)CCCCC1)C2	nt	-6	-10
COc1ccc(/C=C2\C(=O)N(c3cccc(Cl)c3)N=C2C)cc1Br	-12	15	-3
O=c1[nH]nc(C2CC2)n1Cc1ccc(Cl)cc1Cl	21	-9	-3
O=C(CCc1nnc(-c2ccccc2)o1)Nc1cccc(Br)c1	5	-6	-5
CC(C(=O)N1CCOC(CO)C1)n1nnc(-c2ccccc2)n1 (stereo not given)	-1	nt	-1
C[C@@H]1CN(C(=O)c2cccnc2Nc2cccc(C(F)(F)F)c2)C[C@H](C)O1	3	-3	-5
Cc1ccnc(SCCn2c(N(C)Cc3ccccc3)nc3c2c(=O)n(C)c(=O)n3C)n1	7	nt	0
CC(C)CN(CC(=O)N1CCc2sccc2C1c1ccc(Cl)cc1)S(=O)(=O)c1cccc(C(F)(F)F)c1 (stereo not given)	22	-5	-3
COc1ccc(CCNC(=O)CC2CSc3nc4c(c(=O)n32)CCCC4)cc1OC (stereo not given)	-3	nt	-2
CC(C)CN1C(=O)N(CCCc2cccnc2)C(=O)C12CCN(C1Cc3ccccc3C1)CC2	17	-4	5
COC(=O)CN1C(=O)/C(=C\c2ccc([N+](=O)[O-])cc2)SC1=S	-4	nt	1
O=C(NC(=S)NCC1CCCO1)c1ccco1 (stereo not given)	10	nt	-2
C=CCn1cc(C(=O)Nc2ccc(OC)c(OC)c2)c2nn(-c3ccccc3)c(=O)c-2c1	15	-7	-3
O=C1C(N2CCC(Nc3ccccc3)CC2)CCN1c1ccccc1F (stereo not given)	-5	nt	1
O=C(CNC(=O)c1ccccc1F)NCCc1ccc(Cl)cc1Cl	-10	nt	15
COC(=O)C(=CC(=CN(C)C)C=C(C(=O)OC)C(=O)OC)C(=O)OC	-11	nt	-7
CC1(C(=O)NCCCN2CCCC2=O)CCN1CCc1ccccc1 (stereo not given)	-2	nt	-2
COC(=O)c1ccc(-c2noc(CN3CCCCC3c3nc4ccc(F)cc4[nH]3)n2)cc1 (stereo not given)	15	-9	-2

# Going on with the list:
SMILES	NPYLR7 agonist	mcGAS inh	hcGAS lum
O=C(C(Cl)=CNc1nccs1)C(F)(F)F	-7	nt	-4
Cc1nc(C(C)NC(=O)Cc2[nH]nc3ccccc23)n[nH]1 (stereo not given)	21	-16	-7
Cn1nccc1C(=O)N1CCCC(C(=O)c2ccc(-c3ccccc3)cc2)C1 (stereo not given)	12	-10	-2
CN1C(=S)N(C(c2ccccc2)c2ccccc2)C(=O)/C1=C\c1ccncc1	4	-5	-11
O=C(O)CSc1ccc2nnc(CCNC(=O)c3ccccc3)n2n1	-22	0	-2
Cc1nn(C)cc1S(=O)(=O)NCCN1CCOCC1	2	nt	-9
COCCCN(Cc1c(-c2ccccc2)noc1N1CCN(C)CC1)CC(O)CN1CCOCC1 (stereo not given)	3	-2	-3
O=C(c1ccc(Cl)c(Cl)c1)N1CCN(C(C(=O)N2CCOCC2)C2CCCC2)CC1 (stereo not given)	-2	nt	0
CCn1c(C)ccc(C(=O)N(CCN2CCCCCC2)C(C)C)c1=O	0	nt	-6
CNC(=O)[C@@]1(OCc2cccc(C)c2)CC(OCc2ccc(C(F)(F)F)cc2)[C@@H]2OC(C)(C)O[C@@H]2C1 (stereo not given in full)	1	-4	0
O=C(NCc1ccc(F)cc1)N1CCCC(c2nnc(Cc3ccc(F)cc3)o2)C1 (stereo not given)	-4	-9	-6
O=C(NC(C(=O)N1CCCCC1)C1CCN(C(=O)Cc2ccccc2)CC1)c1cccs1 (stereo not given)	-2	-3	1
COCC1(C(=O)N2CCC(c3cc(OC)ccc3OC)C2)CCC1 (stereo not given)	-1	nt	-8
CCn1cc(C(CC(=O)NCCCN2CCOCC2)c2cccc(Cl)c2)c2ccccc21 (stereo not given)	5	-7	-3
COC(=O)CN1CCN(Cc2nc(-c3sccc3C)oc2C)CC1=O	17	nt	-5
CN(Cc1nc(-c2ccc3c(c2)OCO3)no1)CC1(N2CCCCC2)CCCCC1	17	nt	-4
Oc1ccc(C=NN=C(c2ccccc2)c2ccccc2)cc1	-1	nt	-7
COCCNc1nc(-c2ccc(C)cc2)nc2ccccc12	8	-3	-2
O=C1NC(=S)NC(=O)C1=Cc1ccc(-c2ccc(Cl)c([N+](=O)[O-])c2)o1	-2	16	16
CSc1nnc(Cn2c(=O)sc3ccccc32)n1CCc1ccccc1	7	nt	-2
O=C(Nc1ccccc1C(=O)N1CCCCCC1)c1cnc2ccccn12	2	nt	-7
Cn1c(=O)[nH]c2nnc(-c3ccncc3)nc2c1=O	-11	37	25
COc1cccc(C2C3=C(CC(c4ccccc4)CC3=O)N=C(C)C2C#N)c1OC (stereo not given)	-4	1	2
CCN(CC)C(=S)SC1CS(=O)(=O)CC1O (stereo not given)	nt	-5	-5
CNCC[C@H](Oc1cccc2ccccc12)c1cccs1	-12&-2	nt	2&-4&-2
Fc1ccccc1C1CCN(Cc2nc(-c3ccccn3)no2)C1 (stereo not given)	-1	-11	-13
COc1ccc2c(C)nc(N3CCCC(C(=O)NC4C5CC6CC4CC(O)(C6)C5)C3)nc2c1 (stereo not given)	-1	-23	0
CC(C)C(=O)Nc1ccc(SCC(N)=O)nn1	-2	nt	-3
COCCn1c(-c2ccc([N+](=O)[O-])cc2)nc2nc3ccccc3nc21	-10	0	2
COC1CN(C(=O)c2cc(S(=O)(=O)N(C)C)ccc2Cl)C1	1	nt	-12

# Profiles, looked up by structure. Screens in order: NPYLR7 agonist, mcGAS inh, hcGAS lum
# Profile of `Cc1nc(C(C)NC(=O)Cc2[nH]nc3ccccc23)n[nH]1` (stereo not given) = 21, -16, -7
# Profile of `O=C(NC(C(=O)N1CCCCC1)C1CCN(C(=O)Cc2ccccc2)CC1)c1cccs1` (stereo not given) = -2, -3, 1
# Profile of `O=C(O)CSc1ccc2nnc(CCNC(=O)c3ccccc3)n2n1` = -22, 0, -2

# The listing continues:
SMILES	NPYLR7 agonist	mcGAS inh	hcGAS lum
O=C(Nc1ccn[nH]1)c1csc(-c2ccc(Cl)s2)n1	-11	0	1
CS(=O)(=O)CCOc1ccc(Cl)cc1NC(=O)/C=C/c1cccs1	6	-15	-7
Cn1nnc2c(N3CCN(S(=O)(=O)c4cccs4)CC3)ncnc21	0	nt	-6
O=C(CCN1C(=O)c2ccccc2C1=O)Nc1ccc(Br)cc1	7	-5	0
Cc1cc(C(=O)CSc2nnc(C3CC3)n2C2CC2)c(C)n1-c1ncn[nH]1	7	nt	-5
Cc1cc(C)nc(-n2nc(C(C)(C)C)cc2OCC(=O)NCc2ccco2)n1	0	nt	-7
O=C(COC(=O)CNC(=O)C12CC3CC(CC(C3)C1)C2)NC1CCS(=O)(=O)C1 (stereo not given)	1	-4	-2
O=C(c1ccc(Cn2cnnn2)cc1)N1CCC2(CCCO2)CC1	7	-13	-5
CCOc1cc(S(=O)(=O)Nc2ccc(Cl)cc2)ccc1F	0	nt	-5
CC1CN(C)C(C)C(/C=C(/C#N)C(N)=S)C1=O (stereo not given)	-11	nt	-2
O=C(Nc1ccccc1)c1csc(COc2cc(Cl)ccc2Cl)n1	-3	0	4
Cn1cc(CN2C[C@H]3CC[C@H]2C3)c(-c2ccc(Oc3ccccc3)cc2)n1	4	nt	-8
O=c1c2cc(Cl)ccc2ncn1CC(O)COCc1cccs1 (stereo not given)	22	nt	0
Cc1ccc(NC(=O)C2(C)CCN2C(=O)CCc2cccs2)cc1 (stereo not given)	0	-4	-7
O=C(c1cc(COc2ccc3c(c2)CCCC3)on1)N1CCCCO1	11	-3	-1
C=CCn1c(=O)c2c(nc3n2CC(C)=NN3CCC)n(C)c1=O	5	-6	-5
CC(=NNC(=O)c1cccc([N+](=O)[O-])c1)c1ccccc1	-3	-6	-7
O=C(C1CC1)N(Cc1c(-c2ccc(F)cc2)noc1N1CCOCC1)CC1CCCO1 (stereo not given)	8	-7	-3
CCCS(=O)(=O)N[C@@H]1C[C@@H](C(=O)OC)N(C)C1	2	nt	-2
O=[N+]([O-])c1ccc(C=C2CCC(C=NN=Cc3cccc([N+](=O)[O-])c3)=C2N2CCOCC2)cc1	-5	-5	-7
CCOC(=O)CCCSc1nnc(NC(=O)c2cc(OC)cc(OC)c2)s1	3	-4	-2
COc1ccc(NC(=O)CCN(Cc2ccco2)c2nc(-c3ccc(F)cc3)nc3ccccc23)cc1	0	-4	-1

# As entered above:
# CC1CN(C)C(C)C(/C=C(/C#N)C(N)=S)C1=O (stereo not given) – NPYLR7 agonist = -11
# Cc1ccc(NC(=O)C2(C)CCN2C(=O)CCc2cccs2)cc1 (stereo not given) – hcGAS lum = -7
# O=[N+]([O-])c1ccc(C=C2CCC(C=NN=Cc3cccc([N+](=O)[O-])c3)=C2N2CCOCC2)cc1 – mcGAS inh = -5

# Screens (PubChem BioAssay)
